# High-throughput results as filed in PubChem.
# C2C12 statin: suppressors of simvastatin-induced myotoxicity in C2C12 myotubes; ATP luminescence, 48 h; scaled: DMSO 0, geranylgeraniol control 100; rescue of ATP level, % at 7.49 µM; hit rate 0.78% among 330,000; AID 602340;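 active = mean ATP rescue above about 67%, or every replicate alone reaching that limit, limit read from the data, passing the limit was not always enough; inconclusive = no clear call, values can overlap the other calls; inactive = mean under the limit and some replicate under it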;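 also: myotubes were challenged with 10 µM simvastatin during compound exposure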
# Casp6 inh: blocks human caspase-6 cleavage activity. P55212. purified caspase-6, Z-VEID-R110 cleavage fluorescence. inhibition, % at 12.5 µM. hit rate 0.53% among 350,000. AID 686996;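 active = mean inhibition across replicates at least about 35%, with every replicate also reaching that limit, limit read from the data; inconclusive = only one of the two criteria met; inactive = neither criterion met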;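 also: 0% = median of neutral control wells and 100% = no fluorescence left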
# Target sequence (P55212 24-179 limits assumed): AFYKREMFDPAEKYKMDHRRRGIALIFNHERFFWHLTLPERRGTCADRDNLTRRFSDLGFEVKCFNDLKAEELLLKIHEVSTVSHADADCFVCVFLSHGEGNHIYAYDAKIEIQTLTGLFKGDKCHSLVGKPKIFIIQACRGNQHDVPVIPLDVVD
# Target sequence (P55212 194-293 limits assumed): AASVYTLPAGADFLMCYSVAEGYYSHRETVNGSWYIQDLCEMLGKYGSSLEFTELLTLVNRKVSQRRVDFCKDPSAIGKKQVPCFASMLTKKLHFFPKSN
# SIRT5 inh: blocks human SIRT5 desuccinylation of peptide | hit rate 1.1% among 330,000 | inhibition, % at 15 µM | Purified SirT5, succinyl-peptide AMC, trypsin-coupled fluorescence | AID 652115 | Q9NXA8; in the data active = inhibition above about 15%; inconclusive = no clear call, values can overlap the other calls
# Target sequence (Q9NXA8 whole entry, looked up): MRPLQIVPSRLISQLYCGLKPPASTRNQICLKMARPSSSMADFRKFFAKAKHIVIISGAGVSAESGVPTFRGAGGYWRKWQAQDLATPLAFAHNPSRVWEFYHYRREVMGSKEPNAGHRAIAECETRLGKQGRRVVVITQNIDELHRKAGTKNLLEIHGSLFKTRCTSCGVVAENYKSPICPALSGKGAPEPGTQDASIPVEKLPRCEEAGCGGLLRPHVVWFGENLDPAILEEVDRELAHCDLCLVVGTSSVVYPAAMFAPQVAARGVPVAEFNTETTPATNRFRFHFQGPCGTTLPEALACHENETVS
# FN deposition inh: fibronectin deposition inhibition; AH1F fibroblasts, Alexa488-fibronectin deposition fluorescence, overnight; inhibition, % at 12.6 µM; AID 743247; hit rate 0.086% among 350,000;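 active = mean inhibition across replicates of 30% or more, regardless of how many single replicates reach that level; inconclusive = mean under 30% yet at least half of replicates reach 30%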;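 also: positive control wells lacked labelled fibronectin entirely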
#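 Assay system: AH1F fibroblasts assembling fluorescent fibronectin matrix; Amount: 10000 AH1F cells per well; Buffer or medium: DMEM, 2% serum; Probe or stimulus: Alexa488-fibronectin, 24 nM final in well; Doses: single compound dose, delivered by pin transfer; Incubation: 1 h adhesion, overnight exposure; Measured by: fluorescence 485/525 nm; Read-out: fibronectin deposition inhibition.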
# LGR2 inh: blocks bursicon-induced cAMP signaling via Drosophila LGR2 | hit rate 0.35% among 380,000 | AID 720647 | inhibition, % at 9.99 µM | HEK293 LGR2, CRE-luciferase, bursicon-stimulated, 4 h;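 active = drop in luminescence signal, shown as inhibition above about 50% in the replicate tests, limit read from the data, passing the limit was not always enough; inconclusive = probably only some replicates passing the limit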;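 also: agonist challenge used bursicon conditioned medium at about half maximal strength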
# esBAF inh: blocks esBAF chromatin remodeling in mouse ES cells. Bmi1-luciferase knock-in reporter, 24 h; 100% = twice the neutral-well signal. reporter increase, % at 12.5 µM. hit rate 2% among 350,000. AID 602393; in the data active = activation above about 40%; inconclusive = no clear call, values can overlap the other calls;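 also: 0% = median of the plate's neutral control wells and 100% = double that signal; a rise in the Bmi1 reporter signal indicates esBAF inhibition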
# S100A4 inh HTS: inhibitors of human S100A4 binding to myosin IIA peptide | P26447 | S100A4/TAMRA-MyoIIA peptide fluorescence polarization | inhibition, % at 10.7 µM | hit rate 0.14% among 360,000;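 active = mean inhibition of at least 70% across replicates, with every replicate also reaching that level; inconclusive = mean inhibition reaches 70% but some replicates fall short; inactive = mean inhibition below 70%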
# Target sequence (P26447 whole entry, looked up): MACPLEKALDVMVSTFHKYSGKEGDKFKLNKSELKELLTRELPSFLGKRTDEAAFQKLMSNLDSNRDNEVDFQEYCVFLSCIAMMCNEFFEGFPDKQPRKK
#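 System – human S100A4 monomer protein, biochemical binding assay · Buffer or medium – Calcium-containing HEPES buffer, pH 7.2 · Timing – 5 min between mix addition and reading · Also added – TAMRA-labelled myosin IIA heavy-chain peptide probe, 5 nM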
# * = called active by the depositor; ? = inconclusive; nt = not tested or not shown; & = joins results of further samples. Some of the compounds tested; count on the stated rates, not on these rows.
# Below each SMILES – C2C12 statin	Casp6 inh	SIRT5 inh	FN deposition inh	LGR2 inh	esBAF inh	S100A4 inh HTS
1. CC(=O)Nc1ccc(-c2ccnc3c2CC(C)(C(=O)Nc2cccc(C(F)(F)F)c2)O3)cc1 (configuration not stated)
→ 18	-1	nt	22	-5	15	9
2. Cc1nc2ccccc2c(=O)n1NC(=O)Nc1ccccc1
→ 0	nt	nt	20	nt	-7	nt
3. CC(O)(CS(=O)(=O)Cc1ccccc1)c1ccccc1 (configuration not stated)
→ 6	1	-2	-7	-3	-4	0
4. C[C@H](CO)N1C[C@H](C)[C@H](CN(C)S(=O)(=O)c2ccccc2F)Oc2cc(-c3ccccc3)ccc2S1(=O)=O
→ -100	3	14	nt	-4	2	10
5. CC(C)Cn1c(SCC(=O)NC(=O)NC2CCCC2)nc2ccccc21
→ -12	2	1	nt	2	2	-5
6. Cc1cccc(C)c1OCc1nnc(SCC(=O)O)n1-c1c(C)cccc1C
→ nt	1	nt	10	-3	nt	-2
7. COc1cc(C=CC(=O)c2ccccc2)cc(OC)c1OC
→ nt	2	0	-3	24	nt	-12
8. O=C(c1ccccc1)c1ccncc1
→ 8	nt	nt	1	nt	3	nt
9. CN(C)C(=O)c1ccc(NC(=O)c2cccc(S(=O)(=O)N3CCCCCC3)c2)cc1
→ 3	1	4	-1	2	6	-8
10. COc1ccc(C)cc1NC(=O)C1CCCN1S(=O)(=O)c1ccccc1F (configuration not stated)
→ 9	6	-2	0	9	4	-8
11. CS(=O)(=O)Nc1ccc2c(c1)[C@H]1C[C@H](CC(=O)N3CCOCC3)O[C@@H](CO)[C@H]1O2
→ 2	-2	4	6	-3	-10	5
12. CC(C)Cc1cc(C(=O)O)n[nH]1
→ -3	nt	nt	-3	nt	-5	nt
13. CCc1ccc(CN2CCCC(CCC(=O)N3CCN(c4ccccn4)CC3)C2)o1 (configuration not stated)
→ -9	-1	-6	-10	3	-2	-9
14. COc1ccc(C(=O)NCS(=O)(=O)c2ccc(C)cc2)cc1
→ 0	nt	nt	2	nt	0	nt
15. C[C@@H]1CN([C@@H](C)CO)C(=O)Cc2cc(NC(=O)CCC(F)(F)F)ccc2O[C@@H]1CN(C)Cc1ccncc1
→ -16	-1	-4	nt	9	1	9
16. Cc1ccc(-c2cc(C(=O)NCc3ccccn3)no2)cc1
→ 52	1	-1	nt	-45	16	4
17. COc1ccc(NC(=O)N(C)C[C@@H]2Oc3ccc(NC(=O)Nc4c(C)noc4C)cc3C(=O)N([C@@H](C)CO)C[C@@H]2C)cc1
→ 8	nt	nt	nt	-21	-4	nt
18. Cc1ccc2nc(C)c3c(c2c1)OC(C(C)(Cl)Br)C3 (configuration not stated)
→ -5	-1	-3	-9	-6	-3	-6
19. C[C@H](O)[C@@H]1CN2CCc3ccc(-c4ccc5c(c4)OCO5)cc3[C@@H]2C[C@@H]1N(C)C(=O)C1CCCCC1
→ nt	-7	-1	6	-35	nt	-3
20. C/[N+]([O-])=C\C1C(=O)CCCC1=O
→ nt	-2	0	8	28	nt	-3
21. Cc1ccc(C(=O)CSc2nnc(-c3ccco3)n2C)cc1
→ 6	2	-5	-15	-33	20	-2
22. Cn1c(=O)c2c(ncn2CC(=O)NC2CCCCC2)n(C)c1=O
→ -1	2	0	-4	-6	-3	-4
23. CC(=O)N1C[C@@H]2[C@H](c3ccccc31)[C@@H](CO)N2S(=O)(=O)c1ccccc1
→ -8	nt	nt	nt	14	-3	nt
24. CCOc1ccc(NC(=O)CCN2CCN(C)CC2)cc1
→ -2	0	-3	-1	10	-4	-1
25. CCOc1ccc(N(C)S(=O)(=O)c2cc(-c3cc(C)no3)ccc2CC)cc1
→ 9	3	0	-4	22	-3	-7
26. CC=Cc1ccc2n(c1=O)C[C@H]1[C@H](CO)[C@@H](C(=O)NCc3ccccc3)[C@@H]2N1Cc1ccccc1OC (mixture of isomers)
→ nt	0	-1	nt	11	nt	1
27. COc1ccc(NC(=O)C2CCC(CNc3c(N4CCCCC4)c(=O)c3=O)CC2)cc1OC (configuration not stated)
→ -3	-1&2	-2	-1	1&-4	-4	10&-6
28. C=C1C[C@H](O)[C@@H]2[C@H](OC(=O)[C@H]2C)[C@H]2[C@H](C)[C@@H](O)C[C@@H]12
→ 12	-7	0	-9	8	-6	-10
29. Cc1cc(/C=N/NC(=O)c2ccccc2F)c(C)n1-c1ccccc1
→ nt	-2	2	-11	-95	nt	2
30. Cn1c(NC(=O)CCc2ccccc2)cc(=O)n(C)c1=O
→ -4	-3	0	-2	nt	40	-4
31. COc1ccc(-c2ncc(CN3CCN(CCC(C)C)C(CCO)C3)cn2)cc1 (configuration not stated)
→ -7	0	0	3	-7	24	1
32. CC(=O)N(C)C[C@@H]1Oc2ncc(-c3cccnc3)cc2C(=O)N([C@@H](C)CO)C[C@@H]1C
→ 15	-4	-3	-4	0	-2	14
33. COC(=O)N/N=C\c1ccc(OC(=O)c2ccco2)cc1
→ nt	1	0	-2	7	nt	0
34. CCOCC(=O)Nc1ccc(S(=O)(=O)N2CCOCC2)cc1
→ 2	nt	nt	1	nt	-3	nt
35. O=C(CN1CCCCC1)Nc1nc(-c2ccc(Cl)cc2)cs1
→ -15	0	2	-2	-21	29	2
36. C[C@@H]1CN([C@H](C)CO)C(=O)Cc2cc(NC(=O)CCC(F)(F)F)ccc2O[C@@H]1CN(C)CC1CC1
→ 1	-4	-5	3	-5	4	-43
37. CC(C)c1nnc(NC(=O)C2CCCN(C(=O)Nc3ccc(F)cc3)C2)s1 (configuration not stated)
→ -18	4	0	1	12	-1	-3
38. COc1ccc(/C=C/c2nc3ccccc3n2C)cc1
→ -106	1	3	5	96*	-79	2
39. Cc1ccc(NC(=O)COC(=O)CSC(=S)N2CCOCC2)cc1C
→ nt	-1	-5	-11	-6	nt	-1
40. NC(=O)c1ncn2c(=O)n(CCCl)nnc12
→ nt	-1	2	2	-5	nt	-1
41. CCN(Cc1ccccc1OC)CC1CCCN(CCc2cccc(OC)c2)C1 (configuration not stated)
→ 6	-9	-2	-5	12	2	-8
42. O=C(C[C@H]1C=C[C@H](NC(=O)C2CC2)[C@H](CO)O1)NCc1ccncc1
→ -2	-5	1	-22	17	1	-9
43. Cc1ccc(NC(=O)COc2ccccc2C(N)=O)cc1S(=O)(=O)N1CCCCCC1
→ -6	2	-1	1	20	-21	0
44. CCCN1CCN(C(=O)c2ccccc2-c2nc3ccccc3s2)CC1
→ nt	0	1	-3	0	nt	18
45. COc1cc(-c2nn3c(-c4cccnc4)nnc3s2)cc(OC)c1OC
→ -12	nt	nt	-2	-4	-5	nt
46. CC1=C(C(=O)OCC2CCCO2)C(c2coc3ccc(C)cc3c2=O)C2=C(CCCC2=O)N1 (configuration not stated)
→ 0	-2	-3	-9	nt	2	2
47. COc1cc(CCCN2C(=O)C(=O)NC[C@H]2Cc2cccc3ccccc23)cc(OC)c1OC
→ 0	-1	-2	-7	10	1	-2
48. O=C(c1ccccc1)c1ccc2nc(N3CCCCC3)c3nncn3c2c1
→ 10	-3	nt	-18	?	5	-4
49. CCOc1ccc(N=Nc2c(C)noc2C)cc1
→ 13	4	0	6	9	-5	-3
50. CCCNC(=O)Nc1ccc2c(c1)OC[C@@H](C)N(C(=O)C1CCCCC1)C[C@@H](C)[C@H](OC)CN(C)C2=O
→ -1	-1	0	-8	-11	0	-5
51. Cc1noc(C)c1NC(=O)N(C)C[C@@H]1OCCCC[C@@H](C)Oc2ccc(NC(=O)c3ccccc3)cc2C(=O)N([C@@H](C)CO)C[C@H]1C
→ nt	-3	2	-7	0	7	14
52. COc1ccc(N=Nc2ccc3ccccc3c2)c(O)c1
→ 0	1	-5	0	60*	-38	-2
53. O=S(=O)(N[C@@H]1CC[C@H](CCn2cc(C3CC3)nn2)O[C@@H]1CO)c1ccc(Cl)cc1
→ 1	-12	0	3	5	1	-8
54. O=C(N/N=C/c1ccccc1Cl)c1n[nH]c2c1CCCC2
→ nt	1	-5	1	71*	nt	-6
55. COc1ccc(NC(=O)N(C)C[C@@H]2OCCCC[C@@H](C)Oc3ccc(NS(=O)(=O)c4ccc(OC)cc4)cc3C(=O)N([C@H](C)CO)C[C@@H]2C)cc1
→ nt	nt	nt	2	11	5	nt
56. COc1cc(OC)cc(C(=O)N[C@H](C(=O)Nc2cccc(S(=O)(=O)N3CCCC3)c2)C(C)C)c1
→ 19	-1	1	5	8	3	37
57. CC(=O)c1ccc(-c2cccc(-c3cc(=O)oc4ccc(C(C)(C)C)cc34)c2)cc1
→ 0	-3	-4	nt	-6	3	-3
58. CC(C)C[C@H](NS(=O)(=O)c1ccc(Br)cc1)C(=O)O
→ 6	nt	nt	5	4	-6	nt
59. O=C(N/N=C/c1cccc([N+](=O)[O-])c1)c1cc(-c2ccc3c4c(cccc24)CC3)n[nH]1
→ -1	-1	-4	11	-32	5	-1
60. CC(=O)N(C)c1ccc(N=Cc2c(O)ccc3ccccc23)cc1
→ 19	1	-3	-4	15	2	-1

# Copied from above: nos. 59 to 60
# Below each SMILES – C2C12 statin	Casp6 inh	SIRT5 inh	FN deposition inh	LGR2 inh	esBAF inh	S100A4 inh HTS
59. O=C(N/N=C/c1cccc([N+](=O)[O-])c1)c1cc(-c2ccc3c4c(cccc24)CC3)n[nH]1
→ -1	-1	-4	11	-32	5	-1
60. CC(=O)N(C)c1ccc(N=Cc2c(O)ccc3ccccc23)cc1
→ 19	1	-3	-4	15	2	-1

# Sorted by SMILES length (smallest number first): some entries from above.
# Below each SMILES – C2C12 statin	Casp6 inh	SIRT5 inh	FN deposition inh	LGR2 inh	esBAF inh	S100A4 inh HTS
8. O=C(c1ccccc1)c1ccncc1
→ 8	nt	nt	1	nt	3	nt
12. CC(C)Cc1cc(C(=O)O)n[nH]1
→ -3	nt	nt	-3	nt	-5	nt
49. CCOc1ccc(N=Nc2c(C)noc2C)cc1
→ 13	4	0	6	9	-5	-3
33. COC(=O)N/N=C\c1ccc(OC(=O)c2ccco2)cc1
→ nt	1	0	-2	7	nt	0
54. O=C(N/N=C/c1ccccc1Cl)c1n[nH]c2c1CCCC2
→ nt	1	-5	1	71*	nt	-6
22. Cn1c(=O)c2c(ncn2CC(=O)NC2CCCCC2)n(C)c1=O
→ -1	2	0	-4	-6	-3	-4
41. CCN(Cc1ccccc1OC)CC1CCCN(CCc2cccc(OC)c2)C1 (configuration not stated)
→ 6	-9	-2	-5	12	2	-8
37. CC(C)c1nnc(NC(=O)C2CCCN(C(=O)Nc3ccc(F)cc3)C2)s1 (configuration not stated)
→ -18	4	0	1	12	-1	-3
25. CCOc1ccc(N(C)S(=O)(=O)c2cc(-c3cc(C)no3)ccc2CC)cc1
→ 9	3	0	-4	22	-3	-7
57. CC(=O)c1ccc(-c2cccc(-c3cc(=O)oc4ccc(C(C)(C)C)cc34)c2)cc1
→ 0	-3	-4	nt	-6	3	-3
59. O=C(N/N=C/c1cccc([N+](=O)[O-])c1)c1cc(-c2ccc3c4c(cccc24)CC3)n[nH]1
→ -1	-1	-4	11	-32	5	-1
11. CS(=O)(=O)Nc1ccc2c(c1)[C@H]1C[C@H](CC(=O)N3CCOCC3)O[C@@H](CO)[C@H]1O2
→ 2	-2	4	6	-3	-10	5
15. C[C@@H]1CN([C@@H](C)CO)C(=O)Cc2cc(NC(=O)CCC(F)(F)F)ccc2O[C@@H]1CN(C)Cc1ccncc1
→ -16	-1	-4	nt	9	1	9
4. C[C@H](CO)N1C[C@H](C)[C@H](CN(C)S(=O)(=O)c2ccccc2F)Oc2cc(-c3ccccc3)ccc2S1(=O)=O
→ -100	3	14	nt	-4	2	10
55. COc1ccc(NC(=O)N(C)C[C@@H]2OCCCC[C@@H](C)Oc3ccc(NS(=O)(=O)c4ccc(OC)cc4)cc3C(=O)N([C@H](C)CO)C[C@@H]2C)cc1
→ nt	nt	nt	2	11	5	nt
